Screens deposited in PubChem BioAssay by National Center for Advancing Translational Sciences (NCATS).
aGlu spleen mod: inhibits or activates alpha-glucosidase in human spleen homogenate; Potency, µM (titrated, usually from 79.9 µM), inactives show at the top dose activity change, negative = inhibition, actives largely listed as inhibitors; human spleen homogenate, 4-MU-alpha-glucoside fluorescence; AID 2112; P10253; actives 0.006% (n = 240,000);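 further: 0% = enzyme with vehicle and -100% = no enzyme basal signal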
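Human spleen homogenate (1 ug) incubated with compounds and 1 mM 4-methylumbelliferyl-alpha-D-glucopyranoside in pH 5.0 citrate/phosphate buffer, 37 C, 40 min. Stopped at pH 10; 4-MU fluorescence (Ex 365/Em 440 nm); AC50 by Hill fit.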
HTT cytoprotect: Huntington cell model cytoprotection by ATP luminescence. PC12 HTT-Q103 induced, cytoprotection, ATP luminescence, 40 h. actives 0.14% (n = 230,000). Potency, µM (doses to about 56.4 µM), without a hit: cytoprotection (ATP increase), actives largely listed as activators;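 further: % of control where 0% means no effect; nearly all actives have a fitted effect of over 45% in size; toxic huntingtin expression switched on by the ecdysone agonist tebufenozide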
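Quantitative HTS on tebufenozide-induced (100 nM) PC12 cells expressing HTTQ103 exon 1–GFP; compounds tested as a concentration series; survival measured via cellular ATP.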
HTT aggregate: inhibitors of mutant huntingtin aggregate formation in PC12 cells | Potency, µM (titrated, usually from 46.1 µM), without a hit: top-dose activity change, negative = inhibition, hits mostly inhibitors | actives 1.1% (n = 220,000) | PC12 HttQ103-GFP aggregates, Acumen cytometry, 40 h; further: on the % scale 0 is the no-effect control and ±100 the full control effect; nearly all actives have a fitted effect of over 60% in size
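PC12 cells stably carrying ecdysone-inducible HTT exon 1 Q103–GFP were induced with tebufenozide (100 nM final) and treated with library compounds in titration. GFP aggregates in lysates were counted by laser scanning cytometry.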
GAA inhib: blocks human lysosomal alpha-glucosidase | P10253 | purified human GAA, 4-MU-alpha-glucoside fluorescence | Potency, µM (series often up to 76.9 µM), for the others: at the highest dose activity change, negative = inhibition, actives largely listed as inhibitors | actives 0.005% (n = 200,000);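 further: plate controls were uninhibited enzyme wells for no effect and no-enzyme background for full effect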
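Human alpha-glucosidase, 4 nM, pre-mixed with test compounds before 400 uM 4-methylumbelliferyl substrate; 20 min room temperature at pH 5.0. Fluorescence read after pH 10 stop; AC50 values from Hill-equation fits.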
GoLoco inh red: blocks human Gai1 binding to RGS12 GoLoco peptide, red readout; AID 880; Gai1:RGS12 GoLoco peptide FP, rhodamine, 10 min; Potency, µM (top dose mostly 61.6 µM), for inactives: top-dose activity, negative = inhibition, usual class: inhibitors; actives 0.44% (n = 230,000); P63096; active means well fitted inhibition curve with a large enough effect, not every such curve was filed as active; inactive means no such curve, though single readings can be large or run the other way; further: on the % scale 0 is the no-effect control and ±100 the full control effect; nearly all actives have a fitted effect of over 30% in size; many of its hits are not listed in these tables
Target sequence (P63096 whole entry, looked up): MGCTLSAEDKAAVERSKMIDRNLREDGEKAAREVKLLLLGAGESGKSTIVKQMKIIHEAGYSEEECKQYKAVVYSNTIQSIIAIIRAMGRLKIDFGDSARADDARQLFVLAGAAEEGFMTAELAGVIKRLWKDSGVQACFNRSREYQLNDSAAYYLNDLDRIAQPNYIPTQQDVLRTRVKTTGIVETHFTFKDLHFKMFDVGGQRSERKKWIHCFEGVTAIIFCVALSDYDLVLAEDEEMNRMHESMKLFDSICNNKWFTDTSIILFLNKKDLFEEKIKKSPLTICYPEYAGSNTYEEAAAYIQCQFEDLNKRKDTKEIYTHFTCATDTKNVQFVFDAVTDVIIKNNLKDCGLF
GAA glycogen: GAA glycogen-cleavage inhibition or activation | P10253 | recombinant GAA, glycogen substrate, Amplex Red glucose oxidase fluorescence | Potency, µM (doses to about 76.4 µM), inactives show at the highest dose activity change, negative = inhibition, usual class: inhibitors | actives 0.38% (n = 300,000) | AID 2100;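 further: 0% = full enzyme reaction and -100% = no-enzyme basal signal; the screen sought inhibitors and activators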
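Recombinant human alpha-glucosidase (4 nM final) hydrolysed bovine liver glycogen (30 ug) for 40 min at 37 C in pH 5.0 citrate/phosphate with 0.01% Tween-20. Released glucose detected by glucose oxidase/Amplex Red, Ex 573/Em 610 nm. Compounds up to 77 uM; AC50 from Hill fits.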
IMPase Li cell: cell-permeable IMPase inhibitors with lithium potentiation; CHO-M1 cells, IP1 TR-FRET (IP-One), carbachol + lithium; Potency, µM (series often up to 59.4 µM), inactives show top-dose activity, negative = IMPase inhibition, actives largely listed as inhibitors; actives 0.35% (n = 210,000);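 further: IP1 builds up when IMPase is blocked and the TR-FRET signal falls; plate controls were basal vehicle for no effect and high inhibitor control for full effect; nearly all actives have a fitted effect of over 50% in size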
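Test compounds were applied to CHO-M1 cells previously cultured for 16–30 h at 2000 per well. A small lithium amount accompanied them; after 30 min at 37C, IP1 was quantified by TR-FRET.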
* marks the source's active call; other numbers are inactive results; ? = inconclusive; . = not tested or not shown; [ ] = dose if it differs, or a comment. Unless noted, the call rests on the fitted dose curve; in most records, active means well fitted curve in the direction sought with a large enough effect; inconclusive means small, poorly fitted or top-dose-only effect, or another doubt; inactive means no such curve, though single readings can be large; an effect the other way counts as inactive or inconclusive. Potency means the concentration at half of the fitted maximal effect.

SMILES | aGlu spleen mod | HTT cytoprotect | HTT aggregate | GAA inhib | GoLoco inh red | GAA glycogen | IMPase Li cell
COc1ccc(Oc2nc(-c3ccccn3)ncc2OC)cc1 | -4% | ? | 7% | 5% | -1% | 15% | 9%
O=C(COC(=O)c1cncc(Br)c1)NCc1ccccc1 | -8% | -39%[inhibitor] | -2% | 5% | 5% | 1% | ?
COc1ccc(C(=O)Nc2c3c(nn2-c2cccc(Cl)c2)CS(=O)C3)cc1 (configuration not stated) | -15% | 2%[10 µM] | -9% | 4% | 0% | -10% | 7%[38.3 µM]
COc1ccc(OC)c(NC(=O)Cn2c(-c3ccc(Cl)cc3)noc2=O)c1 | -2% | 8% | ? | ? | . | -9% | .
COc1cccc(C2/C(=C(\O)c3c(C)nc4c(C)cccn34)C(=O)C(=O)N2CCCN(C)C)c1OC (configuration not stated) | 4% | 5% | 9% | -2% | 12% | -5% | 2%[38.3 µM]
COc1ccc(CNC(=O)c2noc(C(C)C)c2[N+](=O)[O-])cc1 | 4% | 3%[10 µM] | 5% | -2% | 8% | 0% | -4%
O=C(Nc1ccccc1C(=O)N1CCCC1)c1cccc(S(=O)(=O)N2CCCCC2)c1 | -8% | -10% | 1% | -3% | 9% | -2% | 0%[38.3 µM]
O=C(NC1CCS(=O)(=O)C1)c1ccc(S(=O)(=O)N2CCCCC2)cc1 (configuration not stated) | 2% | 10%[10 µM] | -4%[9.22 µM] | -6% | -4% | -2% | 7%
Cc1ccc(Sc2cc(C(F)(F)F)nc(N(C)C)n2)cc1 | 0% | -43%[10 µM] | -11% | 7% | -11% | -2% | ?
COc1ccc(N2CCN(C(=O)CN(c3ccccc3)S(C)(=O)=O)CC2)cc1 | 0% | -13%[10 µM] | -2% | -11% | -2% | -2% | 23%[38.3 µM]
NC(=O)COc1cccc2cccnc12 | -6% | -2% | 11% | 1% | 0% | 5% | 15%[38.3 µM]
Cc1ccccc1-c1nc(CN2CCC(C(=O)N3CCC(C(N)=O)CC3)CC2)c(C)o1 | -4% | 6%[10 µM] | 4% | 4% | 11% | 0% | 3%[38.3 µM]

Exported with values under each structure: part of the list above.
Results follow in this order: aGlu spleen mod, HTT cytoprotect, HTT aggregate, GAA inhib, GoLoco inh red, GAA glycogen, IMPase Li cell
NC(=O)COc1cccc2cccnc12
→ -6%, -2%, 11%, 1%, 0%, 5%, 15%[38.3 µM]
COc1ccc(Oc2nc(-c3ccccn3)ncc2OC)cc1
→ -4%, ?, 7%, 5%, -1%, 15%, 9%

Other entries
SMILES | aGlu spleen mod | HTT cytoprotect | HTT aggregate | GAA inhib | GoLoco inh red | GAA glycogen | IMPase Li cell
O=C(Nc1cccs1)Nc1ccc(F)cc1F | -3% | 43%[10 µM] | -30% | -2% | 8% | ? | -4%
Cc1ccc(N(CC(=O)N/N=C/c2ccco2)S(=O)(=O)c2ccccc2)cc1 | 4% | -19% | -3% | -18% | . | -3% | .
O=C1CC(C(=O)NC2CCCCC2)C2(CCCCC2)O1 (configuration not stated) | -21% | 2%[10 µM] | -8%[9.22 µM] | 1% | 8% | -7% | 6%
CCC1=C/C(=C\c2ccc3c(c2)OCO3)C(=O)S1 | -5% | -5% | 10% | 5% | 11% | -6% | 12%[38.3 µM]
O=C(CC1NCCN(Cc2ccccc2)C1=O)Nc1ccc(Cl)cc1 (configuration not stated) | -6% | 15%[10 µM] | 5%[9.22 µM] | -7% | 0% | 4% | .
O=C(CCn1c(=O)oc2ccccc21)n1c(=O)oc2ccccc21 | -13% | -5% | -13% | 4% | 4% | 0% | -8%[38.3 µM]
COc1ccc(F)cc1S(=O)(=O)Nc1ccc2c(c1)OCO2 | ? | -6% | -14% | 0% | 2% | -6% | 14%[38.3 µM]
Cc1ccc(C)c(NC(=O)COC(=O)CCCN=C2NS(=O)(=O)c3ccccc32)c1 | -2% | 25%[10 µM] | -20% | 5% | -6% | -5% | -4%
COc1ccc(C2CC(c3cccs3)=Nc3ccccc3S2)cc1 (configuration not stated) | -25% | 23%[10 µM] | -2% | -5% | -9% | -5% | 11%
CCC(C)n1c(=N)c(C#N)cc2c(=O)n3ccccc3nc21 (configuration not stated) | -3% | 14%[10 µM] | 18% | -1% | 6% | 4% | 1%
Cc1cc(C(=O)N/N=C2/CC(C)CC(C)(C)C2)c(C)o1 (configuration not stated) | 4% | -47%[inhibitor] | -3% | 4% | 10% | -22% | 0%
O=C(c1ccncc1)N1CCC2(CC1)CN(c1ccccn1)C2 | -8% | 1% | . | . | 2% | . | 13%

Next part; the last 2 above are carried over.
SMILES | aGlu spleen mod | HTT cytoprotect | HTT aggregate | GAA inhib | GoLoco inh red | GAA glycogen | IMPase Li cell
Cc1cc(C(=O)N/N=C2/CC(C)CC(C)(C)C2)c(C)o1 (configuration not stated) | 4% | -47%[inhibitor] | -3% | 4% | 10% | -22% | 0%
O=C(c1ccncc1)N1CCC2(CC1)CN(c1ccccn1)C2 | -8% | 1% | . | . | 2% | . | 13%
N#Cc1ccccc1OCC(O)CS(=O)(=O)c1ccccc1 (configuration not stated) | -2% | -21% | -14%[9.22 µM] | -9% | -6% | -7% | -5%
COc1ccc(CC(=O)Nc2nnc(C(C)C)s2)cc1OC | -1% | 11%[10 µM] | -33%[9.22 µM] | 2% | 8% | -8% | 8%
Cc1cc([N+](=O)[O-])nn1CC(=O)Nc1ccc(F)cc1 | -9% | 8% | -7% | 14% | 9% | 12% | 4%
O=C(COC(=O)C1CC1)Nc1ccc2[nH]c(=O)[nH]c2c1 | 1% | -4% | 6% | 10% | 9% | 22% | 2%
FC(F)(F)c1cc(CCN2C(=S)NC[C@@H]2Cc2ccccc2)cc(C(F)(F)F)c1 | 8% | 27%[10 µM] | 13%[9.22 µM] | . | 4% | -28% | 5%
Cc1cc(C)cc(NC(=O)Nc2ccc3c(c2)N(C)C(=O)CS3)c1 | -6% | -4% | ? | -13% | 18% | 7% | 15%[38.3 µM]
CCOc1ccc(OCC)c(NC(=O)C2CCCN(c3nc(C)cc(C)n3)C2)c1 (configuration not stated) | -9% | -13%[10 µM] | 10% | -3% | 12% | -3% | -7%[38.3 µM]
COC(=O)C1=C(C)NC2=C(C(=O)CC(C)(C)C2)C1c1cnn(C)c1C (configuration not stated) | 3% | . | 1% | ? | -2% | -1% | -9%
Nc1c2c(nc3ccccc13)N(C1CCCCC1)CC2 | 0% | 6%[10 µM] | -16% | ? | 8% | ? | 39%[38.3 µM]
COc1ccccc1C(=O)NCC(=O)OCC(=O)Nc1cccc(S(=O)(=O)N2CCCCCC2)c1 | -3% | 9%[10 µM] | 17% | -1% | -7% | -9% | -3%
Cc1ccc(C)c(-n2nnnc2SCC(=O)c2c(N)n(C)c(=O)n(C)c2=O)c1 | 7% | -16% | 0% | 6% | 4% | -10% | 0%
CS(=O)(=O)N1CCN(c2ccccc2NC(=O)c2ccc(Cl)cc2)CC1 | -7% | 23%[10 µM] | 9% | 2% | 10% | 1% | 1%[38.3 µM]
N#Cc1nc(Cc2ccccc2)oc1N1CCN(c2cccc(Cl)c2)CC1 | 3% | -13%[0.074 µM] | 14% | 0% | 10% | -7% | 17%[38.3 µM]
CSc1nccc(Oc2cccc(C#N)c2)n1 | -13% | 15%[0.074 µM] | -19% | 5% | 7% | -4% | 1%
O=S(=O)(Nc1nc2c(s1)CCCC2)c1ccc(Br)cc1 | -4% | 6%[1.9 µM] | ? | -1% | 1% | -5% | 30%[activator]
Cc1ccc(S(=O)(=O)/N=C(/Nc2c(C)n(C)n(-c3ccccc3)c2=O)c2ccccc2)cc1 | -4% | 42%[10 µM] | 5% | -8% | 1% | 0% | 0%
COc1ccc(/C(O)=C2/C(=O)C(=O)N(CC3CCCO3)C2c2ccc(O)c(OC)c2)cc1 (configuration not stated) | 1% | -6% | 33% | 3% | -5% | ? | -20%
CCOC(=O)Cn1nc(C)c(NC(=O)COc2ccc(OC)cc2)c1C | 1% | -7%[10 µM] | -28%[9.22 µM] | . | -4% | -5% | .
COc1ccc(-c2nsc(C(=O)N(c3ccc(F)cc3)C(C(=O)NC3CCCC3)c3ccc(OC)cc3)c2N)cc1 (configuration not stated) | 4% | -40%[inhibitor] | -20% | 7% | -7% | 1% | 11%[38.3 µM]
CCCN=C1CC(C)(C)CC(=O)/C1=C(/O)CCC | -2% | -14%[10 µM] | -2%[9.22 µM] | 11% | 0% | 13% | 4%
CCOC(=O)C1=C(C)Nc2sc(C(=O)c3ccc(C)cc3)c(N)c2C1c1ccc(C(=O)OC)cc1 (configuration not stated) | 4% | 2%[10 µM] | -7% | -4% | -3% | -8% | 7%
O=C(NC(=S)Nc1ccc(S(=O)(=O)NC2CCCCC2)cc1)c1cccs1 | -3% | 10%[10 µM] | -26% | -9% | . | -22% | .
CCOc1cc(CNCc2ccccn2)ccc1OCC(=O)NC(C)(C)C | -2% | 0%[10 µM] | -7% | -7% | 1% | 11% | 13%
O=C(CC(c1ccccc1)c1ccco1)Nc1nccs1 (configuration not stated) | 2% | . | -16% | -7% | 6% | -9% | -4%
COc1cc(/C=N/Nc2nc(N3CCCC3)nc(N3CCCC3)n2)ccc1OCc1ccccc1F | -11% | 9%[10 µM] | 23%[9.22 µM] | . | 6% | 8% | .
Cc1ccc(C(=O)NCCSC2CCCCC2)cc1S(=O)(=O)Nc1ccccc1 | 7% | -46%[inhibitor] | -24% | -7% | 2% | -26% | -1%[38.3 µM]
COc1ccccc1NC(=O)Cc1csc(NC(=S)Nc2ccccc2)n1 | -8% | 15% | -24% | -5% | 7% | -19% | 2%[38.3 µM]
Cc1cc(=O)n2c(nc3ccccc32)[nH]1 | 0% | -7%[1.9 µM] | -9% | 11% | 2% | 1% | 2%
CCOc1nc(C)ccc1-c1noc(C)n1 | 4% | -10% | -9% | -6% | . | -7% | .
CC(/C=N/O)Cc1ccc2c(c1)OCO2 (configuration not stated) | 4% | -19% | 4% | -2% | 9% | -5% | 5%[38.3 µM]
O=C(NN1C(=O)C2C3C=CC(O3)C2C1=O)c1ccccc1 (configuration not stated) | -4% | 11% | 1% | -6% | -23% | 9% | -8%
COc1ccccc1-c1nnc(SC(C)C(=O)O)n1-c1ccccc1 (configuration not stated) | 8% | . | . | 11% | 3% | -7% | 1%
Brc1cc(/C=N/n2cnnc2)oc1Br | 4% | -16% | -9% | 11% | -7% | 6% | -1%
COCCNS(=O)(=O)c1ccc(C)c(C)c1C | -2% | -1% | -7% | -1% | -1% | -4% | 0%

An excerpt; the hit share may differ from the screen's.
